Source: PubChem BioAssay
ALOX12 inh: blocks human arachidonate 12S-lipoxygenase; 580,000 tested, 1.1% active; purified 12hLO, xylenol orange hydroperoxide absorbance; P18054; AID 1671190; Potency, µM (series often up to 108 µM), for inactives: top-dose activity change, negative = inhibition, most hits filed as inhibitors; further: potency means the concentration at half of the fitted maximal effect; on the % scale 0 is the no-effect control and ±100 the full control effect
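Purified human 12hLO at 150 nM in 25 mM Hepes, 0.01% Triton X-100, pH 7.0, preincubated 15 min at room temperature with compound. Reaction started with 40 uM arachidonic acid, 30 min at room temperature. Hydroperoxide measured by Fe-xylenol orange, 573/405 nm absorbance ratio.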
Anesthetic bind: binds horse apoferritin like a general anesthetic; P02791; apoferritin/1-aminoanthracene competitive binding, fluorescence; Potency, µM (series often up to 77.5 µM), for the others: at the highest dose activity change, negative = displacement, most hits filed as inhibitors; 350,000 tested, 0.074% active; AID 485281; further: potency means the concentration at half of the fitted maximal effect; on the % scale 0 is the no-effect control and ±100 the full control effect; nearly all actives have a fitted effect of over 20% in size
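Read-out: endpoint 1-AMA fluorescence, excitation 380 nm and emission 535 nm, after compounds sit 10 min at room temperature with 10 uM horse-spleen apoferritin in 50% saturated 1-AMA/PBS. Values come from four-parameter Hill fits.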
ERG-DNA inh: inhibitors of human ERG Ets domain-DNA interaction; P11308; fluorescence polarization, His-ERG Ets domain / labelled DNA; Potency, µM (highest dose often 76.9 µM), inactives show at the top dose FP activity, negative = inhibition, usual class: inhibitors; 370,000 tested, 0.028% active; AID 624246; active means well fitted inhibition curve with a large enough effect in the polarisation, with a control signal flat; inconclusive means small, poorly fitted or top-dose-only effect, or effect the other way, or a change in a side signal; inactive means no such curve, though single readings can be large or run the other way; the % refers to the polarisation;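 further: polarization taken with two DNA probes labelled with fluorescein and Texas red; potency means the concentration at half of the fitted maximal effect; % of control where 0% means no effect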
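His-tagged ERG Ets domain (1 uM in the protein solution; 300mM KCl, 50mM Tris-HCl, 1mM EDTA, 1mM DTT, pH 7.5) received compound, then a probe mix of 5 nM fluorescein-DNA and 100nM Texas-615-DNA. Fluorescence polarization was read for both dyes.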
Pol kappa inh: blocks human DNA polymerase kappa activity; Q9UBT6; purified Pol kappa, fluorescent DNA synthesis assay, 10 min; Potency, µM (series often up to 107 µM), inactives show top-dose activity, negative = inhibition, most hits filed as inhibitors; 400,000 tested, 0.53% active; AID 588579; further: potency means the concentration at half of the fitted maximal effect; on the % scale 0 is the no-effect control and ±100 the full control effect
Target sequence (Q9UBT6 whole entry, looked up): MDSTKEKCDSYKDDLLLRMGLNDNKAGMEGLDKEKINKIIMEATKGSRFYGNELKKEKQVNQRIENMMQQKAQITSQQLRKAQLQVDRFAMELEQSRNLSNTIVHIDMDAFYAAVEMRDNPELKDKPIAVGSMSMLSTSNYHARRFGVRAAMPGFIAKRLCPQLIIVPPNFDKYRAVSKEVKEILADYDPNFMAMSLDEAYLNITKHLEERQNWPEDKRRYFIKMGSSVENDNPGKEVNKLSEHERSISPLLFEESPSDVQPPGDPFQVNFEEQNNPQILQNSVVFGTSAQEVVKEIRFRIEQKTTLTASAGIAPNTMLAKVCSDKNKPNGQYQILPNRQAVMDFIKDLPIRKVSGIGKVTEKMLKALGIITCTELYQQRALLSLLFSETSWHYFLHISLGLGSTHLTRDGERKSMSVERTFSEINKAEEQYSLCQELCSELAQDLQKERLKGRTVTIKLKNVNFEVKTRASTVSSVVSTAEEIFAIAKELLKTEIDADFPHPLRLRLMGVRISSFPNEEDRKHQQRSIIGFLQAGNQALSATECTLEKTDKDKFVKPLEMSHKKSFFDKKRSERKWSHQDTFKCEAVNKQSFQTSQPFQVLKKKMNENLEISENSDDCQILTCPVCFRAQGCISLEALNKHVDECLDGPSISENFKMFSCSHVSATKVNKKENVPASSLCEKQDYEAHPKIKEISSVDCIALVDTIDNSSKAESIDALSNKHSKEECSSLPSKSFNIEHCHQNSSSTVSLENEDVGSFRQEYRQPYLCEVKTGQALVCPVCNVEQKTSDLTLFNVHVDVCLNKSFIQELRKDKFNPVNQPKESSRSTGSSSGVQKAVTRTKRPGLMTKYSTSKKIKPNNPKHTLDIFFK
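Kinetic fluorescence screen: compound preincubated 15 min RT with 10 nM enzyme; 50 nM substrate (final) initiates; reads at 0/10 min.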
LDHA block: LDHA (human) enzyme inhibition; P00338; 480,000 tested, 0.15% active; activity change, % (values are at about 110 or 230 µM); purified LDHA, NADH/diaphorase-resazurin fluorescence; active compounds read low; AID 1347041; in the data active means activity change below about -30%; inconclusive means mostly about -25% to -30%;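 further: plate controls were DMSO wells for no effect and wells without enzyme for full effect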
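Resorufin fluorescence (ex540/em590), read at 0 and 20 min after diaphorase/resazurin addition, reports the NADH left after a 5 min room-temperature reaction of 2 nM human LDH5 with 0.06 mM NADH and 0.2 mM pyruvate.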
POLB inh: inhibitors of human DNA polymerase beta | Potency, µM (highest dose often 114 µM), inactives show at the highest dose activity change, negative = inhibition, most hits filed as inhibitors | Pol beta primer extension/strand displacement, fluorescence kinetic | AID 485314 | 340,000 tested, 1.3% active | P06746; further: potency means the concentration at half of the fitted maximal effect; on the % scale 0 is the no-effect control and ±100 the full control effect
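Human Pol beta at 10 nM; strand-displacement substrate 50 nM final. Compound exposure 15 min at room temperature before start, reaction 10 min at room temperature.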
APE1 inh: blocks human APE1 abasic DNA cleavage; 350,000 tested, 0.35% active; Potency, µM (top dose mostly 65.8 µM), for inactives: top-dose activity change, negative = inhibition, usual class: inhibitors; P27695; recombinant APE1, TAMRA/BHQ-2 abasic DNA cleavage fluorescence;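 further: potency means the concentration at half of the fitted maximal effect; plate controls were vehicle for no effect and reference inhibitor for full effect; nearly all actives have a fitted effect of over 55% in size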
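Compound pre-exposure to 0.75 nM APE1, 15 min at ambient temperature. Reaction initiated with 50 nM TAMRA/BHQ-2 THF substrate, read immediately in kinetic mode, 525 nm excitation, 598 nm emission.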
Pol eta inh: blocks human DNA polymerase eta activity; 390,000 tested, 1.2% active; recombinant Pol eta, fluorescent DNA replication assay; Potency, µM (doses to about 114 µM), for the others: top-dose activity change, negative = inhibition, most hits filed as inhibitors; further: potency means the concentration at half of the fitted maximal effect; on the % scale 0 is the no-effect control and ±100 the full control effect
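Pol eta (10 nM) was preincubated with compounds for 15 min at room temperature, after which fluorescent replication substrate (50 nM final) was added to start the reaction. Fluorescence was read kinetically at 0 and 10 min.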
RGS4 inh: blocks human RGS4-accelerated GTP hydrolysis. P49798. Transcreener GDP fluorescence polarization, RGS4-accelerated GTP hydrolysis. Potency, µM (doses to about 114 µM), without a hit: at the top dose activity change, negative = inhibition, hits mostly inhibitors. 390,000 tested, 0.039% active. AID 504845; further: potency means the concentration at half of the fitted maximal effect; on the % scale 0 is the no-effect control and ±100 the full control effect; nearly all actives have a fitted effect of over 75% in size; some results filed as inactive show a strong effect at the top dose
Target sequence (P49798 whole entry, looked up): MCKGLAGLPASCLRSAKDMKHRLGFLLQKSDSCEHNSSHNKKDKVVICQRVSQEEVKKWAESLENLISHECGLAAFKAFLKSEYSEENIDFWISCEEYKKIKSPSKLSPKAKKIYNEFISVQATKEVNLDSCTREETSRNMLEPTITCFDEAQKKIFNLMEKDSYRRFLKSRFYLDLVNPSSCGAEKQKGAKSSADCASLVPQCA
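MLSMR compounds (23 nl, pin-transferred) preincubated 10 min at room temperature with a 500nM (2x) first reagent, then RGS4 at 900nM (2x) plus Transcreener GDP mix added; fluorescence polarization (620/688 nm) read before and after 90 min at 30 °C.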
The depositor's hits bear a star; ? = inconclusive; nt = no result given; [ ] = dose if it differs, or a comment. Unless noted, the call rests on the fitted dose curve; in most records, active means well fitted curve in the direction sought with a large enough effect; inconclusive means small, poorly fitted or top-dose-only effect, or another doubt; inactive means no such curve, though single readings can be large; an effect the other way counts as inactive or inconclusive.

entry | Molecule | ERG-DNA inh | Pol kappa inh | LDHA block | ALOX12 inh | POLB inh | Anesthetic bind | Pol eta inh | APE1 inh | RGS4 inh
1 | CCOc1ccc(/C=C2\CCC(C3CCCC3)C2=O)cc1 (stereo not given) | -6% | 3% | -3 | -7% | 3% | -3% | -11% | 15% | 6%
2 | COc1ccc(N2C(=O)C(Cl)=C(N3CCN(Cc4ccccc4)CC3)C2=O)cc1 | 4% | -11% | 1 | -6% | 12% | -21% | -4% | 1% | -20%
3 | CCCCOC(=O)Nc1ccc(N(C)C)cc1 | 0% | 0% | 5 | -29% | -1% | 9% | -12% | -2% | -35%
4 | O=C(Nc1cccc(C(=O)N2CCOCC2)c1)c1ccccc1Br | 12% | -11% | -6 | 0% | 6% | -4% | -6% | 7% | -14%
5 | CSc1ncc(C(=O)Nc2ccc(C)c(Cl)c2)c(-c2ccccc2)n1 | -4% | -15% | -10 | -15% | ? | -3% | -12% | nt | 14%
6 | CCOC(=O)c1ccc(N=Nc2c(C)[nH]n(-c3ccccc3)c2=O)cc1 | -11% | -8% | -10 | 3% | ? | -9% | -8% | 1% | 11%
7 | CCOC(=O)/C=C1\SCC(=O)N1CCOc1cccc(Br)c1 | 5% | -4% | 4 | 168%[activator][57.4 µM] | 0% | -13% | 2% | -8% | -11%
8 | Cn1cc(C(=O)NC2CCCCCCC2)c(=O)c2cc(S(=O)(=O)N3CCCC3)ccc21 | -24% | -4% | -3 | -16% | -33% | 5% | -5% | -1% | -12%
9 | CCCNC(=O)c1ccc(-c2nn(C)c(=O)c3ccccc23)cc1 | 1% | -3% | -5 | 0% | 2% | -14% | -5% | 64%[activator] | 5%
10 | CC[C@]1(C(=O)OC)[C@H]2C(=O)N(Cc3ccccc3)C(=O)[C@H]2[C@H]2CN=C(SCc3ccc(C(=O)OC)cc3)N21 | 2% | 3% | 4 | -17% | nt | nt | -25% | -1% | 2%
11 | COc1ccc(C(=O)Cn2ccsc2=NC(C)=O)cc1 | 4% | 3% | -1 | -2% | -1% | -6% | -22% | 0% | -20%
12 | Brc1cccc(OCCN2CCCCC2)c1 | -1% | -4% | -33* | ? | ? | -9% | -18% | 6% | -17%
13 | C=CCn1c(=N)c(C(=O)NCCCOC)cc2c(=O)n3ccccc3nc21 | 1% | -5% | 0 | ? | 17% | 969%[activator] | 7% | -6% | 23%
14 | COc1cc(NC(=O)N2CCC3(CC2)Nc2cc(F)ccc2-n2cccc23)cc(OC)c1OC | 12% | -4%[60.1 µM] | -1 | -19% | 1% | -3% | -10% | nt | 10%
15 | COc1ccc(NC(=O)CN(C)C(=O)c2sc3cc(Cl)ccc3c2Cl)cc1 | 1% | -4% | -4 | -18% | nt | nt | -19% | 8% | 3%
16 | CCc1ccccc1N1C(=O)CC(Sc2nccc(C)n2)C1=O (stereo not given) | -3% | -4% | -1 | 0% | 27% | -5% | -19% | 21% | -17%
17 | CCOc1cc(/C=N\NC(=O)c2ccc(C)nc2)ccc1OC(=O)c1ccc(F)cc1 | 7% | 4% | 0 | -2% | 2% | -6% | -13% | 74%[activator] | -9%
18 | CCC(=O)NNC(=O)CCC(=O)Nc1cccc(Cl)c1C | 1% | -5% | -1 | 1% | 0% | -3% | -1% | -1% | 16%
19 | Cc1ccc(C2=NOC(C)(c3nnc(-c4cccc(Cl)c4)o3)C2)cc1 (stereo not given) | 9% | -1% | -6 | -18% | nt | nt | -5% | nt | 8%
20 | O=[N+]([O-])c1ccc(C=Nc2ccc(Cl)c([N+](=O)[O-])c2)s1 | nt | nt | nt | ? | ? | ? | nt | ? | nt

Given with values under each structure: entries from further up.
Sequence of screens – ERG-DNA inh	Pol kappa inh	LDHA block	ALOX12 inh	POLB inh	Anesthetic bind	Pol eta inh	APE1 inh	RGS4 inh
7) CCOC(=O)/C=C1\SCC(=O)N1CCOc1cccc(Br)c1
    5%	-4%	4	168%[activator][57.4 µM]	0%	-13%	2%	-8%	-11%
8) Cn1cc(C(=O)NC2CCCCCCC2)c(=O)c2cc(S(=O)(=O)N3CCCC3)ccc21
    -24%	-4%	-3	-16%	-33%	5%	-5%	-1%	-12%
9) CCCNC(=O)c1ccc(-c2nn(C)c(=O)c3ccccc23)cc1
    1%	-3%	-5	0%	2%	-14%	-5%	64%[activator]	5%
10) CC[C@]1(C(=O)OC)[C@H]2C(=O)N(Cc3ccccc3)C(=O)[C@H]2[C@H]2CN=C(SCc3ccc(C(=O)OC)cc3)N21
    2%	3%	4	-17%	nt	nt	-25%	-1%	2%
11) COc1ccc(C(=O)Cn2ccsc2=NC(C)=O)cc1
    4%	3%	-1	-2%	-1%	-6%	-22%	0%	-20%
12) Brc1cccc(OCCN2CCCCC2)c1
    -1%	-4%	-33*	?	?	-9%	-18%	6%	-17%
13) C=CCn1c(=N)c(C(=O)NCCCOC)cc2c(=O)n3ccccc3nc21
    1%	-5%	0	?	17%	969%[activator]	7%	-6%	23%

Remaining list, next part
entry | Molecule | ERG-DNA inh | Pol kappa inh | LDHA block | ALOX12 inh | POLB inh | Anesthetic bind | Pol eta inh | APE1 inh | RGS4 inh
21 | Cn1c(C(=O)NCCc2ccccc2)cc2c(=O)n3ccccc3nc21 | 4% | -5% | -4 | ? | 4% | 108%[activator] | -12% | nt | -14%
22 | CCN(CC(=O)Nc1c(F)cccc1F)C(=O)C1CCN(C(=O)c2ccc(Cl)cc2)CC1 | -4% | -11% | -5 | 3% | nt | nt | -4% | 10% | -6%
23 | CC1=C(C(=O)Nc2cc(C(=O)NCCC(C)C)ccc2C)SCCO1 | 0% | -12% | -1 | -5% | 23% | -6% | 4% | 0% | 30%
24 | COc1ccccc1-c1noc(CCC(=O)Nc2cccc(C(F)(F)F)c2)n1 | -6% | -13% | -2 | 1% | 9% | -2% | -21% | -4% | 9%
25 | COc1ccc(OCCC(=O)NCCN2CCOCC2)cc1 | 5% | -6% | -2 | -30% | ? | -1% | -1% | 1% | 9%
26 | O=C(NCc1cccnc1)c1cc(-c2ccco2)on1 | -4% | -8% | -5 | -20% | 5% | -19% | -3% | -2% | -10%
27 | Cc1cc(C)c(Cn2c3ccccc3c3cnn(CC(=O)NCCC4=CCCCC4)c(=O)c32)c(C)c1 | 2% | -6% | -4 | 1% | -1% | 2% | -6% | nt | 4%
28 | CCOc1cc(C(=O)OCc2cc(=O)n3nc(CC)sc3n2)cc(OCC)c1OCC | 4% | 0% | 1 | -5% | -2% | -1% | -5% | nt | 1%
29 | C(=N\Nc1nc(N2CCCCCC2)nc(N2CCCCCC2)n1)/c1ccccc1 | -3% | -19% | -4 | 8% | -1% | -2% | -23% | 24% | -1%
30 | CCOC(=O)Cn1c(=N)n(Cc2ccc(C(C)(C)C)cc2)c2ccccc21 | 3% | -2% | 9 | ? | 13% | ? | -4% | nt | 12%
31 | Cc1ccc(C(=O)N(CN2CCCC2=O)c2ccc(F)cc2)cc1C | 4% | 9% | -6 | 1% | 2% | -11% | -6% | 8% | -1%
32 | CC(C)(C)c1cc(NC(=O)CCl)n(-c2ccccc2)n1 | -1% | 8% | 1 | -22% | 3% | 2% | -17% | -2% | -1%
33 | CC(=O)c1ccc(N(C(=O)Cn2nnc3ccccc32)C(C(=O)NCc2ccccc2)c2ccccn2)cc1 (stereo not given) | 5% | 2% | 0 | 11% | 31% | -11% | -13% | 7% | -16%
34 | Cc1cccc(C)c1OCC(=O)Nc1c(C(=O)c2ccccc2)oc2ccccc12 | 5% | 8% | 6 | 0% | 6% | -11% | -24% | nt | 0%
35 | CCC(=O)N1CCc2cc(Br)cc(S(=O)(=O)CCC(=O)NCc3ccco3)c21 | 7% | -10% | 0 | nt | 5% | -3% | ? | 5% | -14%
36 | CC1CCCCN1C(=O)CN1CCN(S(=O)(=O)c2ccc(Br)cc2Cl)CC1 (stereo not given) | 2% | -3% | -1 | 55%[activator] | nt | nt | -27% | 22% | -5%
37 | O=C(CNc1ccc2ccccc2c1)NNC1=NCCC1 | 2% | -12% | 4 | -1% | 1% | -8% | -2% | 5% | 14%
38 | O=C(CN1C(=O)C2CCCCC2C1=O)OCC(=O)c1ccc(F)cc1 (stereo not given) | -1% | -23% | -7 | 207%[activator] | nt | nt | -2% | -11% | -5%
39 | N#C/C(=C/Nc1ccccc1F)S(=O)(=O)c1ccc(Cl)cc1 | 2% | -6% | -13 | 90%[activator] | 1% | -10% | -24% | 59%[activator] | -11%
40 | Cc1ccc2nc(N3C(=O)CNC3=S)sc2c1 | -3% | -16% | -11 | ? | -10% | -11% | 2% | 0% | -8%
41 | COc1ccc(C(=O)NCc2nnc(SCC(=O)N3CCc4ccccc43)n2C2CCCCC2)cc1 | 8% | 3% | -3 | -16% | 23% | 39%[activator] | -7% | 2% | 5%
42 | CC(Cc1cccs1)NC(=S)Nc1ccc(F)cc1 (stereo not given) | 6% | -4% | -6 | -28% | 78% | -6% | -19% | -5% | 9%
43 | Cc1cc(C)cc(OCc2ccc(C(=O)NN)o2)c1 | -1% | -1% | -1 | 20% | 1% | -15% | -14% | -6% | 15%
44 | Cc1ccc(C)c2[nH]c(=O)c(CCNC(=O)c3ccc4c(c3)OCO4)cc12 | 3% | -1% | -8 | 11% | 23% | -2% | -12% | 6% | -3%
45 | CC1CN(c2ccc([N+](=O)[O-])c(NCCOc3ccc(Cl)cc3)c2)CC(C)N1 (stereo not given) | -3% | -12% | 3 | ? | -11% | ? | -27% | 11% | -3%
46 | Cc1csc(NC(=O)CNS(=O)(=O)c2cccs2)n1 | 5% | -22% | 2 | -15% | 21% | -9% | -2% | -1% | 34%

The list is partial (hit frequency here may not be typical).
